All columns: NCI-60 one-dose screen, growth in % after 48 h at 10 µM unless noted; 100 = growth as untreated, 0 = no growth, -100 = all killed.
MALME-3M: MALME-3M melanoma | AID 1794766 | actives 5.8% (n = 78,000)
HS 578T: HS 578T breast cancer | actives 4.1% (n = 78,000) | AID 1794788
UACC-257: UACC-257 melanoma; actives 4.4% (n = 78,000); AID 1794764
LOX IMVI: LOX IMVI melanoma. actives 7.4% (n = 79,000). AID 1794757
BT-549: BT-549 breast cancer | actives 4.4% (n = 78,000) | AID 1794793
T-47D: T-47D breast cancer; actives 5% (n = 79,000); AID 1794792
MCF7: MCF7 breast cancer | actives 6.3% (n = 82,000) | AID 1794796
UACC-62: UACC-62 melanoma; actives 5.4% (n = 81,000); AID 1794756
Active calls of the source: *; . = not tested or not shown; & = joins results of further samples; ! = a repeat was not active. How the source made its calls: active means growth percent below 10; inactive means the rest.

Molecule	UACC-257	LOX IMVI	MCF7	BT-549	T-47D	MALME-3M	UACC-62	HS 578T
O=C(O)C(=O)Cc1ccc([N+](=O)[O-])cc1Br	107	97	88	110	96	93	93	96
C/C(=N\NC(=O)Nc1ccc(C(F)(F)F)c(Cl)c1)c1nnn(-c2ccc(Cl)cc2)c1C	99	94	87	112	51	96	86	81
CCN(CC)CCOc1ccc(/C(=C(\Cl)c2ccccc2)c2ccccc2)cc1	-58*!	-43*!	27&16	93&43	49&23	-19*	9.6*	55
COC(c1ccccc1)(c1ccccc1)c1ccc2ccc3ccccc3c2c1	102	91	91	98	84	.	75	104
C[C@@H](Nc1c(C#N)cnc2ccc(-c3cnc(Cl)c(NS(C)(=O)=O)c3)cc12)c1ccccc1	15	-25*	6.5*	.	0.2*	-13*	-12*	-16*
CCCCCCCCCCCCCCCCOc1ccc(C)cc1	111	87	102	112	.	103	105	110
CC(c1ccccc1)C(C#N)c1ccccc1 (stereo unspecified)	107	101	107	99	95	133	106	114
COc1cc(C(=C2O[C@@H]([C@H]3COC(C)(C)O3)[C@H]3OC(C)(C)O[C@@H]23)c2cc(OC)c(OC)c(OC)c2)cc(OC)c1OC	105	99	103	111	96	123	100	.
Cc1c(C(=O)NC2CCOC2=O)[nH]c2ccccc2c1=O (stereo unspecified)	106	.	101	116	98	108	103	114
COc1cccc(/C(O)=C2\C(=O)C(=O)N(CCN3CCCC3)C2c2ccc3c(c2)OCO3)c1 (stereo unspecified)	111	.	100	109	103	118	108	104
CCN1C(=O)N(CC)C2Nn3c(s/c(=C\c4ccc(OC)cc4)c3=O)=NC21 (stereo unspecified)	45	54	21	63	49	54	34	44
CCN(CC)c1ccc(/C=C(\C#N)c2cc3ccccc3[nH]2)cc1	82	30	24	70	.	72	64	58
Cc1cc(=O)cc(S)[nH]1	97	95	98	99	90	92	103	100
Cc1c(C(=O)NC(Cc2ccccc2)C(=O)C(=O)NCCc2ccccn2)[nH]c2ccccc2c1=O (stereo unspecified)	98	95	93	105	95	103	98	100
Cn1cc(Cc2ccccc2)c(=O)c(Cc2ccccc2)c1	113	99	105	102	.	108	98	99
O=[N+]([O-])c1ccc2c([N+](=O)[O-])ccc3c2c1CC3	88	85	51	98	93	114	89	87
CCN(CC)Cc1cc(C(C)(C)CC)cc(C2CCCCC2)c1O	95	102	106	105	100	113	103	98
O=C(O)c1c(-c2ccc(F)cc2)c(=O)[nH]c2ccccc12	93	91	83	.	100	80	99	94
Cc1ccc(Nc2cc(=S)nc(N)[nH]2)cc1Cl	102	98	86	79	78	86	96	87
Fc1ccc(-c2nnc(Nc3ccc(Cl)cc3)o2)cc1	113	108	90	86	96	.	106	112
COc1cc(/C=C2\SC(N3CCCCC3)=NC2=O)ccc1OCCOc1ccc(/C=C2\SC(N3CCCCC3)=NC2=O)cc1OC	110	106	105	147	104	96	97	104
CCOC(=O)c1c(C)nc2c(c1N)C(=O)C(=O)N2Cc1ccccc1	70	66	16	74	48	57	61	76
O=Nc1ccc(O)cc1O	107	93	113	122	117	119	105	98
c1cc2c(cc1CC1CO1)OCO2 (stereo unspecified)	80	100	99	112	105	96	94	79
CN1CCN(Cc2c[nH]c3ncnc(N4CCCCC4)c23)CC1	97	98	101	107	108	112	106	107
CCCC/C=C(\C)C(C)(C#N)C(=O)OCC (stereo unspecified)	96	106	95	104	.	102	95	106
COc1ccc(OC)c(/C=C2\COc3ccc(O)cc3C2=O)c1	99	51	20	94	97	82	84	96
Nc1nc(-c2cccc([N+](=O)[O-])c2)c(N=Nc2cccc(Cl)c2)s1	78	25	19	49	14	93	33	55
COc1ccc(CNC(=O)C(O)C(Cc2ccccc2)NC(=O)c2[nH]c3ccccc3c(=O)c2C)cc1 (stereo unspecified)	102	100	104	112	97	113	108	102
CN1CCN(C(=O)C(C)(C)c2ccc(C(=O)Nc3cn4cc(-c5ccncc5)ccc4n3)cc2)CC1	13	-20*	-0.1*	7.9*	3.8*	-12*	-31*	-6.5*
CCCc1onc(-c2noc(CCC)c2CC)c1CC	105	.	94	115	99	104	98	106
COc1ccc(NC(=O)C(C)Sc2nc3ccccc3c(=O)n2Cc2ccc(S(N)(=O)=O)cc2)cc1 (stereo unspecified)	114	98	91	126	92	117	89	101
O=[N+]([O-])c1ccc(/C=C2/c3ccccc3-c3ccc([N+](=O)[O-])cc32)cc1	101	94	87	.	90	97	101	109
CC(=O)Nc1ccc(/C=N/NC(N)=O)cc1	104	97	88	93	107	126	92	125
COc1cccc(C(=O)NCCNc2cc(-c3cn(-c4ccccc4)nc3-c3cccc(OC)c3)ccn2)c1	47	62	57	41	22	81	55	62
CC(=O)Nc1cccc2ccccc12	106	92	92	94	101	95	105	103
Cc1cc(C)nc(NS(=O)(=O)c2ccc(N/C(N)=N/c3nccc(-c4ccccc4)n3)cc2)n1	94	39	37	84	25	63	59	48
COc1cc(C(=O)/C=C/c2c(-c3ccc(F)cc3)nc3ccccn23)cc(OC)c1OC	87	.	30	78	33	67	76	80
O=Cc1nccc2c1[nH]c1ccccc12	105	87	79	102	64	93	91	102
O=C1CC(c2ccccc2)Cc2nc3ccc(F)cc3cc21 (stereo unspecified)	112	94	83	99	87	93	93	.
c1ccc(/C(=N\Nc2ccc3ccccc3n2)c2ccccn2)cc1	16	-14*	12	12	17	.	-50*	15
O=C(OCc1nc2sc3c(c2c(=O)[nH]1)CCCC3)c1cn(-c2ccccc2)nc1-c1ccccc1	108	101	96	104	94	105	92	107
CCN(CC)CCOc1cccc(OC)c1	97	88	94	119	94	106	100	89
CN(CCc1ccccc1)c1nc(CCN)nc2ccccc12	118	88	90	98	91	101	99	95
CCN(CC)CCCCCCCCNc1c2ccc(Cl)cc2nc2ccc(OC)cc12	.	-78*	-75*	-83*	-38*	-66*	-82*	.
N#CN1CCCCC1	.	91	100	102	90	99	103	106
COc1cc2nnc3c4ncccc4c(C#N)n3c2cc1OC	.	99	80	.	93	138	98	133
NCCOCCOc1ccccc1	106	102	91	106	101	98	102	115
C#Cc1nc(C2=C(C)C(O)CC2)cs1 (stereo unspecified)	102	.	85	119	92	109	94	104
O=C1NC(=O)C(Cc2ccc(OCc3ccc(-c4ccccc4)cc3)cc2)S1 (stereo unspecified)	101	74	68	.	64	77	65	80
CCN(CCO)C(C(=O)c1ccccc1)c1ccccc1 (stereo unspecified)	98	94	103	98	104	118	97	102
CCOC(=O)C(CCc1ccccn1)c1ccccc1 (stereo unspecified)	96	98	107	104	101	128	98	120
COc1cccc(NC(=O)Nc2ccc(Nc3ncnc4sc5c(c34)CCN(C(=O)OC(C)(C)C)C5)cc2)c1	100	93	80	83	59	106	97	.
COc1ccc(S(=O)(=O)NC2c3ccccc3CC2O)c(OC)c1 (stereo unspecified)	110	96	100	106	106	112	96	94
CC1(C)CN(CCNc2nccc(-c3c(-c4cccc(O)c4)nc4sccn34)n2)S(=O)(=O)N1	47	18	70	81	76	5.4*	-8.4*	72
CCOC(=O)c1[nH]c(C)c(C(C)=O)c1C	98	82	87	107	87	96	100	92

Overlap with the part before: six entries; new compounds follow.
Molecule	UACC-257	LOX IMVI	MCF7	BT-549	T-47D	MALME-3M	UACC-62	HS 578T
CCN(CCO)C(C(=O)c1ccccc1)c1ccccc1 (stereo unspecified)	98	94	103	98	104	118	97	102
CCOC(=O)C(CCc1ccccn1)c1ccccc1 (stereo unspecified)	96	98	107	104	101	128	98	120
COc1cccc(NC(=O)Nc2ccc(Nc3ncnc4sc5c(c34)CCN(C(=O)OC(C)(C)C)C5)cc2)c1	100	93	80	83	59	106	97	.
COc1ccc(S(=O)(=O)NC2c3ccccc3CC2O)c(OC)c1 (stereo unspecified)	110	96	100	106	106	112	96	94
CC1(C)CN(CCNc2nccc(-c3c(-c4cccc(O)c4)nc4sccn34)n2)S(=O)(=O)N1	47	18	70	81	76	5.4*	-8.4*	72
CCOC(=O)c1[nH]c(C)c(C(C)=O)c1C	98	82	87	107	87	96	100	92
CCCCCCCCCCCC(=O)N(C)CC(=O)O	104&101	105&99	94&104	109&113	101&103	113&110	103&96	120&111
COc1cc(C2CC(=O)Nc3c(-c4ccc(Cl)cc4)nsc32)c(OC)c2c1OCO2 (stereo unspecified)	101	84	87	91	76	89	99	92
CCN(CC)c1ccc(/C=N/Nc2nc(-c3ccc(Cl)cc3)cs2)c(O)c1	99	100	78	95	80	106	85	106
N#Cc1c2c(nn(-c3ccccc3)c1=O)C(O)=C([N+](=O)[O-])C(c1ccc([N+](=O)[O-])cc1)C2 (stereo unspecified)	84	85	62	112	79	87	83	105
CC(=O)Oc1ccc(OC(C)=O)c2c1C1C=CC2CC1	105	96	97	112	97	111	91	107
O=c1c2cc(Cl)ccc2nc(SCc2ccccc2)n1-c1ccc(Cl)cc1	99	84	82	113	86	112	84	96
Cc1nn(-c2ccccc2)c2[nH]c(-c3ccc(Cl)cc3)c(C3C(=O)N(Cc4ccccc4)c4ccc(Cl)cc43)c12 (stereo unspecified)	97	118	93	112	91	118	98	117
CC(=O)N[C@@H](CC(C)C)C(=O)O	106	101	109	116	106	.	102	112
COc1nc(N2CCOCC2)nc2cc(NCc3ccccc3)ccc12	90	95	98	75	63	102	74	103
C[N+]1(CC(=O)c2ccccc2)CCOCC1	97	99	89	96	94	102	104	103
COc1cccc2nc3n(c12)C(c1c(F)cccc1Cl)SC3 (stereo unspecified)	102	92	88	116	87	93	47	92
COc1ccc(Oc2nc(Nc3ccc(N4CCCCC4)nc3)ncc2NC(N)=O)cc1	94	101	87	98	88	120	87	107
CCCCCCCCn1ccc2cc(NC(=O)Cn3cc(-c4ccccc4)nn3)ccc21	109	98	101	98	95	102	85	101
NC(=O)c1ncn(C2O[C@H](CO)[C@@H](O)[C@H]2O)c1N (stereo partly specified)	100	99	100	105	92	108	111	107
CN(C)CSC1=NCCS1	87	97	92	91	87	90	95	100
COC(=O)C(C)CNCCc1ccccc1 (stereo unspecified)	99	99	106	102	91	103	95	103

Individual results from above.
CCCCCCCCn1ccc2cc(NC(=O)Cn3cc(-c4ccccc4)nn3)ccc21 | MALME-3M = 102
C[N+]1(CC(=O)c2ccccc2)CCOCC1 | LOX IMVI = 99

Remaining list, next part:
Molecule	UACC-257	LOX IMVI	MCF7	BT-549	T-47D	MALME-3M	UACC-62	HS 578T
CCCS(=O)(=O)Nc1cc(-c2cc(-c3ccc(N4CCNCC4)cc3)cnc2N)cc(F)c1OC	105	96	89	89	103	110	109	94
Cn1cc(-c2nc(-c3c[nH]c4ccncc34)cs2)c2ccccc21	91	-78*	4.5*	84	12	54	95	90
CC(C)=NOC(=O)Nc1cc(Cl)ccc1Cl	97	109	100	101	101	117	104	132
O=S(=O)(NC1c2ccccc2Oc2ccccc21)c1ccc(Br)cc1	113	94	79	90	94	96	.	95

Filtered by structure: those above with a thiophene ring, fused or not.
Molecule	UACC-257	LOX IMVI	MCF7	BT-549	T-47D	MALME-3M	UACC-62	HS 578T
O=C(OCc1nc2sc3c(c2c(=O)[nH]1)CCCC3)c1cn(-c2ccccc2)nc1-c1ccccc1	108	101	96	104	94	105	92	107
COc1cccc(NC(=O)Nc2ccc(Nc3ncnc4sc5c(c34)CCN(C(=O)OC(C)(C)C)C5)cc2)c1	100	93	80	83	59	106	97	.
